CHO parental Ca = counter-screen: ATP calcium response change in parental CHO cells | parental CHO-K1, ATP-induced calcium, Fluo-8 fluorescence | inhibition, % at 5.6 µM | actives 0.63% (n = 330,000) | AID 463079;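 active = inhibition above that plate's mean sample inhibition plus 3 SD, cut at about 26% in these data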;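 also: 0% = ATP-challenged DMSO wells and 100% = DMSO wells without ATP; some compounds past the cut are filed as inactive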
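Material – parental CHO cells · Reagent – ATP stimulus · Compound – single nominal dose of 5.6 µM per compound · Detection – Fluo-8 fluorescence · Read-out basis – percent inhibition of calcium signal · Controls – ATP-challenged DMSO wells low, unchallenged DMSO wells high · Repeats – no replicates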
M1 antag = antagonists of human M1 muscarinic receptor | P11229 | CHO-K1 hM1, Fluo-8 calcium fluorescence, ACh EC80 antagonist | inhibition, % at 3 µM | actives 1.3% (n = 360,000) | AID 588852;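 active = percent inhibition above its own plate's cutoff, namely the mean of that plate's compound wells plus 3 SD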;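 also: peak over basal fluorescence ratio during 140 s after agonist addition; 0% = ACh EC80 plus DMSO and 100% = DMSO alone without agonist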
OXTR potentiate = potentiates the human oxytocin receptor response; CHO-OTR cells, Fluo-8 calcium fluorescence, potentiator mode; 0% = oxytocin EC15, 100% = EC100; activation, % at 3 µM; actives 0.061% (n = 320,000); AID 2445;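 active = activation above that plate's cutoff, the mean activation of tested compounds plus 3 SD, cut at about 6.6% in these data, passing the limit was not always enough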;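 also: 100% uses oxytocin at 75 nM as the full agonist control; some results filed as inactive read as strong as hits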
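Measured by – Fluo-8 calcium dye fluorescence · Test system – human OTR in CHO cells · Dosing – one concentration, 3.0 µM compound · Controls – EC15 oxytocin alone as 0%, 75 nM oxytocin as 100% · Evaluation – normalized max/min fluorescence ratio, % activation · Timing – 6 min pre-incubation, 100 s read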
OXTR agonist = agonists of human oxytocin receptor; actives 0.32% (n = 320,000); AID 2435; P30559; activation, % at 3 µM; CHO-OTR cells, Fluo-8 calcium fluorescence; normalized: DMSO 0%, oxytocin 100%;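 active = activation above the mean of all tested compounds plus 3 SD, cutoff set per screening run, cut at about 20% in these data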;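 also: peak over basal fluorescence ratio from a 100 s FLIPR kinetic read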
M1 ag = activates human CHRM1 receptor; P11229; CHO-K1 hM1, Fluo-8 calcium fluorescence, agonist mode; 0% DMSO, 100% acetylcholine EC100; activation, % at 3 µM; actives 0.33% (n = 360,000); AID 588814;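 active = activation above the run's mean compound activation plus 3 SD, cut at about 16% in these data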;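 also: peak over basal fluorescence ratio within a 140 s kinetic read after compound addition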
TAAR1 agonist = human TAAR1 agonism | Q96RJ0 | CHO RD-HGA16 TAAR1, Fluo-8 calcium fluorescence; vehicle wells 0%, saturating PEA agonist 100% | activation, % at 3 µM | actives 0.99% (n = 360,000) | AID 624467;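 active = activation above the mean activation of all test compounds in the run plus 3 SD, cut at about 38% in these data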
Target sequence (Q96RJ0 whole entry, looked up): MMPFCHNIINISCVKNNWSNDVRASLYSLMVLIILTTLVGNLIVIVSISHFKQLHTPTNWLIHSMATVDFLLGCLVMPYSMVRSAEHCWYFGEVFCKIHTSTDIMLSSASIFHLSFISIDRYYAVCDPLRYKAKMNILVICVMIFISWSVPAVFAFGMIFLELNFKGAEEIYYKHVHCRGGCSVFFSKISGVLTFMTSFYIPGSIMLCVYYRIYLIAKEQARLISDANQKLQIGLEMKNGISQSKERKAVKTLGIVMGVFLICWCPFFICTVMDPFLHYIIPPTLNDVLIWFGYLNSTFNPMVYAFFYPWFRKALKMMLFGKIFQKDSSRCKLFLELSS
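Signal – calcium-sensitive Fluo-8 signal, excitation 470-495, emission 515-575 nm · System – RD-HGA16 (CHO) cells co-expressing Gα16 and hTAAR1 · Incubation – 17-24 h seeding, 75 min 37 °C dye, 30 min RT · Compound dosing – 3 µM single concentration · Repeats – no replicates (n 1)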
TAAR1 antagonist = human TAAR1 antagonism; Q96RJ0; CHO RD-HGA16 TAAR1, Fluo-8 calcium fluorescence, antagonist; inhibition, % at 3 µM; actives 1.5% (n = 360,000); AID 624466;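 active = inhibition above a per-plate cutoff, the mean inhibition of test compounds on that plate plus 3 SD, cut at about 49% in these data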;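 also: 0% = DMSO plus EC80 beta-PEA response and 100% = DMSO alone without agonist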
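Assay system: RD-HGA16 CHO cells with stable hTAAR1 and Gα16 / Reagent: EC80 β-phenethylamine stimulus / Doses: 3 µM, single point / Timing: dye loading 75 min at 37 °C, then 30 min room temperature / Measured by: Fluo-8 intracellular calcium dye fluorescence, real-time kinetic reads / Controls: vehicle wells and EC80 agonist wells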
V1aR counter = V1a receptor agonism, counter-screen for OXTR agonists; actives 0.25% (n = 320,000); AID 2797; activation, % at 3 µM; CHO-V1R cells, Fluo-8 calcium fluorescence, agonist mode; 0% DMSO, 100% 3 nM vasopressin;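 active = activation above the mean activation of all tested compounds plus 3 SD, per screening run, cut at about 20% in these data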;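 also: signal is peak over basal fluorescence ratio across a 100 second FLIPR read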
Target sequence (P37288 whole entry, looked up): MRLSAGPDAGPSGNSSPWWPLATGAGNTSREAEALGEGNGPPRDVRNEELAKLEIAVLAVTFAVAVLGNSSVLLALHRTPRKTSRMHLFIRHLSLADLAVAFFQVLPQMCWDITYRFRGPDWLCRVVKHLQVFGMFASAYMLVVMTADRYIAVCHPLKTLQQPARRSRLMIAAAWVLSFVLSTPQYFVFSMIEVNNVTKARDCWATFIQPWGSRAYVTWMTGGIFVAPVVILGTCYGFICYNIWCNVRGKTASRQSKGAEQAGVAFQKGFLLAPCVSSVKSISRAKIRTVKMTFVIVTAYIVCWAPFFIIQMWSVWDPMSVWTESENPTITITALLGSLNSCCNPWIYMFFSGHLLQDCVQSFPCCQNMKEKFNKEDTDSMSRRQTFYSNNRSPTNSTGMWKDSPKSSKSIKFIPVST
CHRM1 PAM = positive allosteric modulators of human M1 muscarinic receptor; actives 0.088% (n = 360,000); P11229; CHO-K1 hM1, Fluo-8 calcium fluorescence, ACh EC20; 0% = ACh EC20, 100% = maximal ACh; activation, % at 3 µM; in the data active = activation above about 19%, passing the limit was not always enough
* = called active by the depositor; / = no result given.

SMILES	CHO parental Ca	M1 antag	OXTR potentiate	OXTR agonist	M1 ag	TAAR1 agonist	TAAR1 antagonist	V1aR counter	CHRM1 PAM
CS(=O)(=O)Nc1ccc(C(=O)NCCSCc2ccccc2)cc1	3	-3	-4	-0.2	-8	5	-16	0.0	12
c1cc(N2CCOCC2)ccc1-c1ccc2nncn2c1	/	0	/	/	-2	0	-4	/	-2
CC1CCCCN1Cc1ccc(-c2nnn(CC(=O)NC3CCCCC3)n2)cc1 (stereo not drawn)	-17	10	-9	0.0	-6	-1	3	-0.5	-1
COc1ccccc1NC(=O)NNC(=O)CCc1ccccc1	2	0	-1	-0.4	-2	2	-33	0.5	3
CCN1CCCc2cc(CN(CCN3CCOCC3)C(=S)Nc3ccccc3C)ccc21	-14	-5	-13	0.1	-6	0	-17	-0.3	4
CCOC(=O)c1ccc(NC(=O)CCn2c(=O)oc3ccccc32)cc1	-12	0	-3	1.8	-4	1	9	2.2	-1
O=C(OCc1ccc([N+](=O)[O-])cc1)C1CC(=O)N(Cc2ccccc2Cl)C1 (stereo not drawn)	-2	-6	-8	3.9	-4	3	-4	6.9	0
CCn1c(=O)cc(SCC(=O)Nc2ccc(OC)c(OC)c2)c2ccccc21	-11	9	-21	11	1	27	19	9.3	-8
Cc1cccc(C(=O)NCC(=O)Nc2ccncc2)c1	14	5	-15	0.5	0	1	-32	-0.1	-3
Cc1ccc(N=C2NC(=O)c3cccc([N+](=O)[O-])c32)cc1	3	-4	4	-1.7	-8	-2	-5	-0.2	6
COc1cccc(-c2nnc(SCC(N)=O)n2-c2ccc(Cl)cc2)c1	-1	-26	-6	-0.2	2	10	-12	0.9	5
O=S(=O)(O)c1cc(O)c(N=Nc2ccc(O)cc2O)c2ccccc12	/	-14	/	/	1	0	-4	/	11
COc1ccc(NC2CCCCC2NS(=O)(=O)c2ccc(C)cc2)cc1 (stereo not drawn)	-27	-1	-11	-2.3	-3	-3	-4	-1.3	0
O=C(N1CCCCC1)N1CCN(C(=O)N(c2ccccc2)c2ccccc2)CC1	-9	-2	-2	0.1	-6	-2	9	-0.5	-3
O=C(C[C@H]1C[C@H](C(=O)N2CCOCC2)[C@@]2(CCC3CCCC3)c3[nH]c4ccc(Cl)cc4c3CCN2C1=O)NCc1ccco1	-6	-10	/	/	-1	-1	0	/	7
O=C(NN1C(=O)/C(=C/c2cccs2)SC1=S)c1ccccc1	-11	-10	1	-1.6	-5	/	/	-0.4	4
COc1ccc(CN2C(=O)C(CC(=O)NC3CCCC3)CC(C(=O)N(C)C)=C2C)cc1 (stereo not drawn)	/	-11	/	/	0	2	-9	/	10
CCCNC(=O)c1cc(C)no1	-6	-11	-20	-0.1	-2	-1	17	0.6	10
O=S(=O)(Nc1ccc(Br)cc1)c1cccc2cccnc12	-32	-8	-18	0.2	-3	11	-10	2.2	2
Cc1cc(OC(F)F)ccc1NC(=S)NC1CCCC1	/	-1	/	/	-2	0	-21	/	0
NS(=O)(=O)c1cccc(NC(=O)CSc2n[nH]c(-c3cccs3)n2)c1	-5	-4	-5	-1.0	-4	0	-23	0.0	1
C=CCN1CCN(C(=O)c2ccc(-c3ccccc3)cc2)CC1	-6	-8	-9	0.1	-6	6	-28	0.2	-1
Cc1c(Cl)cccc1NC(=O)COC(=O)CN1C(=O)NC(C)(C)C1=O	-11	-11	-2	0.1	-1	1	-19	-0.5	6
CCCc1cc(=O)[nH]c(SCc2ccc(F)cc2)n1	-1	-10	-1	-2.3	-4	-2	-36	2.3	5
CN(C)c1nn(C(=O)Nc2ccc(Cl)cc2Cl)cc1-c1ccccc1	-10	8	1	0.1	-5	2	4	0.5	-1

The final seven records of the section before lead into the next:
SMILES	CHO parental Ca	M1 antag	OXTR potentiate	OXTR agonist	M1 ag	TAAR1 agonist	TAAR1 antagonist	V1aR counter	CHRM1 PAM
O=S(=O)(Nc1ccc(Br)cc1)c1cccc2cccnc12	-32	-8	-18	0.2	-3	11	-10	2.2	2
Cc1cc(OC(F)F)ccc1NC(=S)NC1CCCC1	/	-1	/	/	-2	0	-21	/	0
NS(=O)(=O)c1cccc(NC(=O)CSc2n[nH]c(-c3cccs3)n2)c1	-5	-4	-5	-1.0	-4	0	-23	0.0	1
C=CCN1CCN(C(=O)c2ccc(-c3ccccc3)cc2)CC1	-6	-8	-9	0.1	-6	6	-28	0.2	-1
Cc1c(Cl)cccc1NC(=O)COC(=O)CN1C(=O)NC(C)(C)C1=O	-11	-11	-2	0.1	-1	1	-19	-0.5	6
CCCc1cc(=O)[nH]c(SCc2ccc(F)cc2)n1	-1	-10	-1	-2.3	-4	-2	-36	2.3	5
CN(C)c1nn(C(=O)Nc2ccc(Cl)cc2Cl)cc1-c1ccccc1	-10	8	1	0.1	-5	2	4	0.5	-1
CCCCCCC1C(C#N)=C(N)OC2=C1C(=O)CCC2 (stereo not drawn)	-16	4	-1	-0.9	-12	-2	2	0.3	-7
O=S(=O)(CCSc1ccccn1)c1nc2ccccc2s1	-28	-10	-4	-0.7	-4	4	4	0.0	3
CCOc1ccc(N(C(C)C(=O)NC2CCCCCC2)S(C)(=O)=O)cc1 (stereo not drawn)	-13	-3	-11	-1.9	-2	0	-8	9.4	3
Cc1ccc(C(C(=O)NC2CCCC2)N(C(=O)Cc2cccs2)c2cccc(C)c2C)o1 (stereo not drawn)	-21	-10	-8	-1.5	7	7	18	2.1	6
CCN(Cc1nc2ccccc2c(=O)[nH]1)C(=O)c1cc2c(s1)CCCCC2	-18	-6	-4	1.6	-1	9	-14	4.5	12
Cc1ccc(C)c(N2CCN(C(=O)C3CCCN(S(=O)(=O)c4cnc[nH]4)C3)CC2)c1 (stereo not drawn)	-4	11	3	0.8	-3	1	1	0.2	-8
COc1cc(C)c(C2NC(=O)c3ccccc3N2)cc1C (stereo not drawn)	/	-18	/	/	-2	2	1	/	6
O=C(/C=C/c1ccccc1)N/C(=C/c1ccccc1)C(=O)N1CCOCC1	-4	-8	-9	-0.1	-3	-1	4	0.4	7
CC(=O)c1ccc(NC(=O)C2CCN(S(=O)(=O)c3cccc4nonc34)CC2)cc1	-5	-5	-14	3.8	-2	6	21	2.2	3
COc1ccc(C(=O)/C=C/C(=O)N(CC(=O)NCCC(C)C)Cc2cccs2)c(O)c1	/	2	/	/	-4	28	36	/	4
COCCNC(=O)CSc1nc(N)c(NC(=O)c2ccco2)c(=O)[nH]1	/	0	/	/	-2	1	-12	/	1
Cc1ccc(C)c(Oc2coc3cc(O)ccc3c2=O)c1	-16	-24	-4	-0.9	-2	6	-24	-1.1	10
CC(=O)Nc1ccc(NC(=O)c2ccc([N+](=O)[O-])cc2Cl)cc1	4	-8	-2	0.3	-6	6	-4	0.1	9
COc1ccc(NC(=S)N(CCC(C)C)C2CCN(C(C)=O)CC2)cc1	-9	-19	-1	0.3	-10	1	-28	0.6	20
Cc1nnc(SCCC(=O)Nc2nc(-c3ccccc3)ns2)s1	-8	-2	-6	3.0	-2	5	22	6.1	-3
O=C(Cc1cccc(NC(=O)C2CCCN(C(=O)C3CCCCC3)C2)c1)Nc1ccc(C(=O)N2CCOCC2)cc1 (stereo not drawn)	/	-6	/	/	-5	3	1	/	2
O=C(CCC(=O)N1CCN(c2cccc(Cl)c2)CC1)N1CCN(c2ccccc2)CC1	0	6	-13	8.7	-1	6	30	13	-10
COc1ccc(CN2CC(C(=O)NCC3CCCO3)CC2=O)cc1 (stereo not drawn)	-6	0	-4	1.0	-1	11	7	-0.3	4
CC(C)c1cc(C(=O)O)c2cnn(C(C)C)c2n1	-16	-2	-2	-0.4	-1	3	-15	0.1	4
Cc1ccc(NC(=S)Nc2nc(CC(=O)Nc3ccccc3)cs2)cc1	-3	3	-2	-0.3	-2	9	-4	0.6	6
O=C(N/N=C/c1ccc(Br)cc1)c1cc[n+]([O-])cc1	-6	-8	-3	1.2	-5	1	5	0.3	7
CC(=O)Nc1nc(C)cs1	6	3	-3	0.1	-3	2	5	0.7	-3
Cc1ccccc1-n1nc(C)c2cc(C(=O)N3CCOCC3)sc21	-9	3	0	0.4	-7	6	9	-1.4	-2
CCc1ccc(NC(=S)NC(=O)CC(C)C)cc1	0	-6	-11	-2.6	-9	-1	6	-1.1	2
COCOCCn1cc(CN2CCS(=O)(=O)N(Cc3ccc(-c4ccc(Cl)c(Cl)c4)cc3)C(C)C2=O)nn1 (stereo not drawn)	/	13	/	/	1	17	59*	/	-9
COc1ccc(N2CCN(Cc3nc4ccccc4c(=O)[nH]3)CC2)cc1	-5	-7	-3	-0.3	-4	-1	-23	-1.3	3
Cc1nonc1OC(C)CNc1ccc([N+](=O)[O-])cc1 (stereo not drawn)	-12	-3	-9	-0.6	-2	0	12	-0.5	6
Cc1c(Cl)cccc1N1C(=O)CC(N(O)c2ccccc2)C1=O (stereo not drawn)	-10	-8	-19	2.8	-3	4	1	1.0	10

Record cards, from the list above.
`CC(=O)Nc1ccc(NC(=O)c2ccc([N+](=O)[O-])cc2Cl)cc1` is listed as CHO parental Ca = 4; M1 antag = -8; OXTR potentiate = -2; OXTR agonist = 0.3; M1 ag = -6; TAAR1 agonist = 6; TAAR1 antagonist = -4; V1aR counter = 0.1; CHRM1 PAM = 9
`Cc1ccc(C(C(=O)NC2CCCC2)N(C(=O)Cc2cccs2)c2cccc(C)c2C)o1` (stereo not drawn) is listed as CHO parental Ca = -21; M1 antag = -10; OXTR potentiate = -8; OXTR agonist = -1.5; M1 ag = 7; TAAR1 agonist = 7; TAAR1 antagonist = 18; V1aR counter = 2.1; CHRM1 PAM = 6

Taken from above.
Entry of CCN(Cc1nc2ccccc2c(=O)[nH]1)C(=O)c1cc2c(s1)CCCCC2 in OXTR potentiate: -4
Entry of Cc1c(Cl)cccc1N1C(=O)CC(N(O)c2ccccc2)C1=O (stereo not drawn) in M1 antag: -8
Entry of NS(=O)(=O)c1cccc(NC(=O)CSc2n[nH]c(-c3cccs3)n2)c1 in M1 ag: -4
Entry of COc1ccccc1NC(=O)NNC(=O)CCc1ccccc1 in CHO parental Ca: 2
